NSD2 inh – NSD2 (human) methyltransferase inhibition; inhibition, % at 12.5 µM; O96028; AID 624260; NSD2-SET H3K36me1 DELFIA fluorescence, biochemical; 44,000 tested, 0.07% active; in the data active means inhibition above about 54%, passing the limit was not always enough;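 further: inhibitors reduce the monomethyl H3K36 fluorescence signal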
Target sequence (O96028 whole entry, looked up): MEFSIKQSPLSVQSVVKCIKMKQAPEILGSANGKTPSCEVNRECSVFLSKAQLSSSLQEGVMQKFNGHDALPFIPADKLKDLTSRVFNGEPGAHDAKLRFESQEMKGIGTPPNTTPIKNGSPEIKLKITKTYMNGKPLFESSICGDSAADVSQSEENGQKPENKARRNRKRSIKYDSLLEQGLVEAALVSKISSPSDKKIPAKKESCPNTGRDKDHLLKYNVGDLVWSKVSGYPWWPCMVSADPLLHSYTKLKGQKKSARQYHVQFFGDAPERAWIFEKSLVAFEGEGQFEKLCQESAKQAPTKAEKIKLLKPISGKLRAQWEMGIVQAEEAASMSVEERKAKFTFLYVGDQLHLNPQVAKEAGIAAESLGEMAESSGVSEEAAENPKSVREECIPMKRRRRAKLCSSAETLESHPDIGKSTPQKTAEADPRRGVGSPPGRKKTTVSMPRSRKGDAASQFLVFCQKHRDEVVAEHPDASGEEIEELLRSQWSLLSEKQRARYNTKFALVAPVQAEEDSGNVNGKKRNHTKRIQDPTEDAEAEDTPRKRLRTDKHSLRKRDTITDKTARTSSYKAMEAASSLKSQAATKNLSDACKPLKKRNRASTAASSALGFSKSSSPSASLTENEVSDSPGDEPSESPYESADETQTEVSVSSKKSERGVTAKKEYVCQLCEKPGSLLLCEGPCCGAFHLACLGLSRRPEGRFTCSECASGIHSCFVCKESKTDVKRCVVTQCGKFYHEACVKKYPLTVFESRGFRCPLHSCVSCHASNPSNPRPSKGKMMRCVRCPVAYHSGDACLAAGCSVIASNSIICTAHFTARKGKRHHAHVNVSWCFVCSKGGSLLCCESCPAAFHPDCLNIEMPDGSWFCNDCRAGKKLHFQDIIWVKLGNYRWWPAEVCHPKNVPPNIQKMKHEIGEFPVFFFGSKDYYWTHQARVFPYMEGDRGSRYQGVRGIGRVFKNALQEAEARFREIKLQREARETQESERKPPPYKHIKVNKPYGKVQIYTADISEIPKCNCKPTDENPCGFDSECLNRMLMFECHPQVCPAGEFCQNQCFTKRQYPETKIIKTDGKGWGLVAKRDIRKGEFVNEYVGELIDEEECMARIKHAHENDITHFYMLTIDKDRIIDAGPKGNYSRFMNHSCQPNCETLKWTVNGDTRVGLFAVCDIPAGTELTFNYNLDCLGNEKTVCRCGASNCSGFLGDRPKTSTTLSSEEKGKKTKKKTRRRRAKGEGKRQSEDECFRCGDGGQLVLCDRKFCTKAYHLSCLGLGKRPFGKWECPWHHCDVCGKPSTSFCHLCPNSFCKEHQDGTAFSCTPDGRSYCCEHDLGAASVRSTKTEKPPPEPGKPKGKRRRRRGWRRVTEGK
An asterisk follows results filed as active.

SMILES	NSD2 inh
C=C(C)[C@@H]1CC[C@]2(C(=O)O)CC[C@]3(C)[C@H](CCC4[C@@]5(C)CCC(=O)C(C)(C)C5C(O)C[C@]43C)C12 (stereo partly specified)	-14
O=C(N/N=C/c1cccnc1Cl)c1ccccn1	-8
C[C@H](CO)N1C[C@H](C)[C@@H](CN(C)Cc2ccncc2)Oc2ccc(NC(=O)CCCCCC(=O)Nc3ccccc3N)cc2C1=O	6
C[C@H](CO)N1C[C@H](C)[C@@H](CN(C)Cc2cccnc2)OCc2ccccc2-c2ccccc2C1=O	11
C[C@@H]1CN([C@@H](C)CO)C(=O)c2cc(-c3ccc(C#N)cc3)cnc2O[C@H]1CN(C)C(=O)CN(C)C	0
C[C@@H]1CN([C@@H](C)CO)C(=O)c2cc(NC(=O)C3CC3)ccc2O[C@@H]1CN(C)Cc1ccc(-c2ccccc2)cc1	-2
C[C@H]1CN([C@@H](C)CO)C(=O)c2cc(NS(C)(=O)=O)ccc2O[C@H]1CN(C)C	13
CC(C)CC#Cc1cnc2c(c1)C(=O)N([C@@H](C)CO)C[C@H](C)[C@@H](CN(C)C(=O)CN1CCOCC1)O2	-3
C[C@@H]1CCCCO[C@H](CN(C)C(=O)Nc2ccc(F)cc2)[C@@H](C)CN([C@@H](C)CO)C(=O)c2cc(NS(=O)(=O)c3ccccc3)ccc2O1	-4
C[C@H](CO)N1C[C@H](C)[C@@H](CN(C)Cc2cccnc2)Oc2cc(C#CC3CC3)ccc2S1(=O)=O	9
C[C@H]1CN([C@@H](C)CO)C(=O)c2cc(NC(=O)c3ccncc3)ccc2O[C@H]1CN(C)Cc1ccc(-c2ccccc2)cc1	0
C[C@@H]1CN([C@H](C)CO)C(=O)c2cc(-c3ccc(C(=O)N(C)C)cc3)cnc2O[C@H]1CN(C)Cc1ccc(C(=O)O)cc1	-4
CNC[C@@H]1Oc2cc(C#CC(C)(C)O)ccc2S(=O)(=O)N([C@@H](C)CO)C[C@@H]1C	7
C[C@H]1CN([C@@H](C)CO)C(=O)c2cccc(NC(=O)C3CCOCC3)c2O[C@H]1CN(C)C(=O)Nc1ccccc1	2
C[C@H](CO)N1C[C@H](C)[C@@H](CN(C)C(=O)Nc2ccc(F)cc2)Oc2ccc(NC(=O)Nc3cccc4ccccc34)cc2CC1=O	-3
C[C@@H]1CN([C@H](C)CO)S(=O)(=O)c2ccc(Br)cc2O[C@H]1CN(C)Cc1ccncc1	-2
C[C@H]1CN([C@@H](C)CO)C(=O)c2cc(-c3ccncc3)cnc2O[C@@H]1CN(C)C	0
OCc1nnn(-c2ccc(Br)cc2)c1CO	4
C[C@H]1CN([C@@H](C)CO)C(=O)Cc2cc(NC(=O)c3ccncc3)ccc2O[C@@H]1CN(C)Cc1ccc(-c2ccccc2)cc1	-9
NC(=O)NCC#Cc1ccc2c(c1)[C@]1(C(=O)N2)[C@H](c2ccc(OCCO)cc2)N2[C@H](c3ccccc3)[C@H](c3ccccc3)OC(=O)[C@H]2[C@@H]1C(=O)Nc1nc2ccccc2s1	4
C[C@@H]1CN([C@@H](C)CO)C(=O)CCCn2cc(nn2)CO[C@H]1CN(C)S(=O)(=O)c1ccccc1	1
C[C@H]1CN([C@@H](C)CO)C(=O)c2cc(NS(C)(=O)=O)ccc2O[C@@H]1CN(C)Cc1ccc(Cl)c(Cl)c1	2
C[C@@H]1CCCCO[C@@H](CN(C)CC2CCCCC2)[C@@H](C)CN([C@@H](C)CO)C(=O)c2cc(NS(=O)(=O)c3cn(C)cn3)ccc2O1	-1
C[C@@H]1CN([C@@H](C)CO)C(=O)c2cc(C#CC3CC3)cnc2O[C@@H]1CN(C)C	4
C[C@H](CO)N1C[C@H](C)[C@H](CN(C)Cc2ccc(C(=O)Nc3ccccc3N)cc2)Oc2ccc(NC(=O)CCN3CCOCC3)cc2CC1=O	-1
OCC1(CO)COC(COc2ccccc2)=N1	-5
Cc1cc(OC(=O)c2c(C)cc(O)cc2O)cc(O)c1C(=O)O	26
COc1cc(C(=O)OC[C@@]2(O)CO[C@H](OC3C(CO)OC(OC(C)/C=C/C4(O)C(C)CC(O)CC4(C)C)C(O)C3O)[C@@H]2O)cc(OC)c1O (stereo partly specified)	47
CCO[C@@H]1OC(C(=O)N2CCN(C)CC2)=C[C@H](c2ccc(C(F)(F)F)cc2)[C@H]1CCCO	8
C[C@@H]1CCCCO[C@@H](CN(C)Cc2ccncc2)[C@H](C)CN([C@@H](C)CO)C(=O)c2cc(NC(=O)Nc3ccccc3)ccc2O1	1
COc1ccc(S(=O)(=O)N(C)C[C@H]2Oc3ccc(NC(=O)Nc4ccc5c(c4)OCO5)cc3CC(=O)N([C@H](C)CO)C[C@H]2C)cc1	-2
C[C@H]1CN([C@@H](C)CO)C(=O)Cc2cc(NC(=O)C3CC3)ccc2O[C@H]1CN(C)Cc1ccc(-c2ccccc2)cc1	-6
C[C@@H]1CN([C@@H](C)CO)S(=O)(=O)c2ccc(C#Cc3ccncc3)cc2O[C@@H]1CN(C)S(=O)(=O)c1ccccc1	0
COc1ccc(CN(C)C[C@@H]2OCCCC[C@H](C)Oc3ccc(NS(=O)(=O)c4ccc(OC)cc4)cc3C(=O)N([C@H](C)CO)C[C@H]2C)cc1	15
COc1ccccc1S(=O)(=O)N(C)C[C@H]1OCc2ccccc2-c2ccccc2C(=O)N([C@@H](C)CO)C[C@H]1C	2
CNC[C@@H]1Oc2ccc(NC(=O)Nc3ccc(F)cc3)cc2CC(=O)N([C@@H](C)CO)C[C@H]1C	-1
C[C@@H]1CN([C@H](C)CO)S(=O)(=O)c2ccc(/C=C/c3ccccc3)cc2O[C@H]1CN(C)C(=O)c1cccnc1	2
CC(CCC(=O)NCC(=O)O)C1CCC2C3CCC4CC(O)CCC4(C)C3CC(O)C12C (stereo unspecified)	-1
C[C@@H]1CN([C@H](C)CO)S(=O)(=O)c2ccc(C#Cc3ccc(F)cc3)cc2O[C@H]1CN(C)S(=O)(=O)c1ccc(F)cc1	-3
C[C@H](CO)N1C[C@H](C)[C@@H](CN(C)C)Oc2ncc(C#CCN(C)C)cc2C1=O	1
COc1ccc(-c2cnc3c(c2)C(=O)N([C@@H](C)CO)C[C@H](C)[C@H](CN(C)Cc2cccnc2)O3)cc1	-2
CCCC#Cc1ccc2c(c1)O[C@H](CN(C)C(=O)c1ccccn1)[C@H](C)CN([C@H](C)CO)S2(=O)=O	14
C[C@@H]1CN([C@H](C)CO)C(=O)Cc2cc(NC(=O)NC3CCCCC3)ccc2O[C@H]1CN(C)C(=O)Nc1ccc(C(F)(F)F)cc1	1
C[C@@H]1CN([C@@H](C)CO)S(=O)(=O)c2ccc(C3=CCCCC3)cc2O[C@H]1CN(C)Cc1ccccn1	11
COc1ccc(S(=O)(=O)N(C)C[C@H]2Oc3ccc(NS(=O)(=O)c4cccs4)cc3C(=O)N([C@@H](C)CO)C[C@H]2C)cc1	0
COc1ccc(S(=O)(=O)N(C)C[C@@H]2OCc3ccccc3-c3c(n(C)c4ccccc34)C(=O)N([C@H](C)CO)C[C@H]2C)cc1	-3
C[C@@H]1CN([C@@H](C)CO)C(=O)c2cc(NC(=O)Cc3cn(C)c4ccccc34)ccc2O[C@H]1CN(C)Cc1ccc(C(F)(F)F)cc1	-2
C[C@@H]1CCCCO[C@H](CN(C)S(=O)(=O)c2ccccc2)[C@H](C)CN([C@H](C)CO)C(=O)c2cc(NC(=O)Nc3ccccc3)ccc2O1	-1
C[C@H]1CN([C@@H](C)CO)C(=O)c2cccc(NC(=O)Nc3ccc(F)cc3)c2O[C@@H]1CN(C)S(=O)(=O)c1ccccc1	-2
C[C@@H]1CCCCO[C@@H](CN(C)Cc2ccc(C(=O)O)cc2)[C@@H](C)CN([C@H](C)CO)C(=O)c2cc(NC(=O)C3CCCCC3)ccc2O1	0

Further results:
SMILES	NSD2 inh
C[C@@H]1CCCCO[C@@H](CN(C)S(C)(=O)=O)[C@@H](C)CN([C@H](C)CO)C(=O)c2cc(NC(=O)Nc3ccc(C(F)(F)F)cc3)ccc2O1	-5
O=C(CCCCCCC(=O)Nc1ccccc1O)N/N=C/c1ccc(O)c(O)c1	1
O=C1O[C@H](c2ccccc2)[C@H](c2ccccc2)N2[C@H]1[C@@H](C(=O)N1CCCCCCC1)[C@]1(C(=O)Nc3ccc(C#CC4=CCCCC4)cc31)[C@H]2c1ccccc1OCCO	2
Cc1noc(C)c1S(=O)(=O)N(C)C[C@@H]1OCCCC[C@H](C)Oc2ccc(NS(C)(=O)=O)cc2C(=O)N([C@@H](C)CO)C[C@H]1C	-7
Cc1c(NC(=O)CC#N)c(=O)n(-c2ccccc2)n1C	-1
CN1CCN(C(=O)C2=C[C@H](C3CC3)C[C@H](OCc3ccc(CO)cc3)O2)CC1	10
Cc1noc(C)c1S(=O)(=O)Nc1ccc2c(c1)CC(=O)N([C@H](C)CO)C[C@@H](C)[C@H](CN(C)Cc1ccccc1)O2	10
C[C@H]1CCCCO[C@@H](CN(C)Cc2ccncc2)[C@@H](C)CN([C@@H](C)CO)C(=O)c2cc(NS(C)(=O)=O)ccc2O1	2
C[C@@H]1CN([C@@H](C)CO)C(=O)c2cc(NS(C)(=O)=O)ccc2O[C@@H](C)CCCCO[C@@H]1CN(C)S(=O)(=O)c1ccc(Cl)cc1	0
C[C@@H]1CN([C@H](C)CO)C(=O)c2cc(/C=C/c3ccccc3)cnc2O[C@@H]1CN(C)Cc1cccc(C(=O)O)c1	0

Some of these compounds in order of SMILES length, high to low.
SMILES	NSD2 inh
O=C1O[C@H](c2ccccc2)[C@H](c2ccccc2)N2[C@H]1[C@@H](C(=O)N1CCCCCCC1)[C@]1(C(=O)Nc3ccc(C#CC4=CCCCC4)cc31)[C@H]2c1ccccc1OCCO	2
Cc1noc(C)c1S(=O)(=O)N(C)C[C@@H]1OCCCC[C@H](C)Oc2ccc(NS(C)(=O)=O)cc2C(=O)N([C@@H](C)CO)C[C@H]1C	-7
Cc1noc(C)c1S(=O)(=O)Nc1ccc2c(c1)CC(=O)N([C@H](C)CO)C[C@@H](C)[C@H](CN(C)Cc1ccccc1)O2	10

Next records:
SMILES	NSD2 inh
Cc1noc(C)c1NC(=O)N(C)C[C@@H]1Oc2c(NC(=O)c3ccc(-c4nccs4)cc3)cccc2C(=O)N([C@H](C)CO)C[C@@H]1C	0
Cc1noc(C)c1S(=O)(=O)Nc1ccc2c(c1)CC(=O)N([C@H](C)CO)C[C@@H](C)[C@H](CN(C)Cc1ccc(C(=O)Nc3ccccc3N)cc1)O2	-5
C[C@H]1CN([C@@H](C)CO)C(=O)c2cccc(NC(=O)Nc3ccccc3)c2O[C@@H]1CN(C)Cc1ccc(Cl)c(Cl)c1	-1
C[C@@H]1CN([C@@H](C)CO)C(=O)c2cccc(NC(=O)C3CCOCC3)c2O[C@@H]1CN(C)S(=O)(=O)c1cccs1	-2
COC(=O)c1c(NC(=O)C2CC(=O)NN2Cc2ccccc2)sc2c1CCC2 (stereo unspecified)	-3
CNC[C@H]1Oc2c(NC(=O)Nc3ccc4c(c3)OCO4)cccc2C(=O)N([C@@H](C)CO)C[C@H]1C	-1
COc1ccccc1-c1nc(SCC(=O)N2CCOCC2)n[nH]1	5
COc1ccc(CN(C)C[C@H]2Oc3ccc(NC(=O)Nc4cccc5ccccc45)cc3C(=O)N([C@H](C)CO)C[C@@H]2C)cc1	0
C[C@H]1CN([C@@H](C)CO)C(=O)c2cccc(NC(=O)NC3CCCCC3)c2O[C@H]1CN(C)C(=O)Nc1ccc(F)cc1	-4
Cc1ccc(S(=O)(=O)Nc2ccc3c(c2)CC(=O)N([C@H](C)CO)C[C@@H](C)[C@@H](CN(C)S(=O)(=O)c2cn(C)cn2)O3)cc1	-5
COc1ccc(CN(C)C[C@H]2Oc3ccc(NC(=O)NC4CCCCC4)cc3C(=O)N([C@H](C)CO)C[C@H]2C)cc1	-6
O=C(C[C@@H]1C[C@@H]2c3cc(NC(=O)Nc4ccccc4F)ccc3O[C@@H]2[C@@H](CO)O1)NCc1cc(F)ccc1F	5
C[C@@H]1CN([C@@H](C)CO)C(=O)Cc2cc(NC(=O)Cc3cn(C)c4ccccc34)ccc2O[C@H]1CN(C)C(=O)Nc1ccc(F)cc1	4
CNC[C@H]1Oc2ccc(NS(=O)(=O)c3cn(C)cn3)cc2C(=O)N([C@@H](C)CO)C[C@H]1C	3
O=C(C[C@H]1CC[C@H](NC(=O)c2cnccn2)[C@@H](CO)O1)NCc1ccccc1F	13
COCCNC(=O)C[C@H]1C[C@H]2c3cc(NC(=O)c4ccc5c(c4)OCO5)ccc3O[C@H]2[C@H](CO)O1	1
C[C@H](CO)N1C[C@H](C)[C@H](CN(C)S(=O)(=O)c2ccc(Cl)cc2)OCCCC[C@H](C)Oc2ccc(NS(C)(=O)=O)cc2C1=O	1
C[C@H]1CN([C@@H](C)CO)C(=O)Cc2cc(NC(=O)Nc3ccccc3)ccc2O[C@H]1CN(C)C(=O)NC1CCCCC1	-1
N#C/C(=C\c1cc(Cl)cc(Cl)c1)c1cccnc1	-1

Structural class, those above with an aryl methoxy group (ten)
SMILES	NSD2 inh
COc1cc(C(=O)OC[C@@]2(O)CO[C@H](OC3C(CO)OC(OC(C)/C=C/C4(O)C(C)CC(O)CC4(C)C)C(O)C3O)[C@@H]2O)cc(OC)c1O (stereo partly specified)	47
COc1ccc(S(=O)(=O)N(C)C[C@H]2Oc3ccc(NC(=O)Nc4ccc5c(c4)OCO5)cc3CC(=O)N([C@H](C)CO)C[C@H]2C)cc1	-2
COc1ccc(CN(C)C[C@@H]2OCCCC[C@H](C)Oc3ccc(NS(=O)(=O)c4ccc(OC)cc4)cc3C(=O)N([C@H](C)CO)C[C@H]2C)cc1	15
COc1ccccc1S(=O)(=O)N(C)C[C@H]1OCc2ccccc2-c2ccccc2C(=O)N([C@@H](C)CO)C[C@H]1C	2
COc1ccc(-c2cnc3c(c2)C(=O)N([C@@H](C)CO)C[C@H](C)[C@H](CN(C)Cc2cccnc2)O3)cc1	-2
COc1ccc(S(=O)(=O)N(C)C[C@H]2Oc3ccc(NS(=O)(=O)c4cccs4)cc3C(=O)N([C@@H](C)CO)C[C@H]2C)cc1	0
COc1ccc(S(=O)(=O)N(C)C[C@@H]2OCc3ccccc3-c3c(n(C)c4ccccc34)C(=O)N([C@H](C)CO)C[C@H]2C)cc1	-3
COc1ccccc1-c1nc(SCC(=O)N2CCOCC2)n[nH]1	5
COc1ccc(CN(C)C[C@H]2Oc3ccc(NC(=O)Nc4cccc5ccccc45)cc3C(=O)N([C@H](C)CO)C[C@@H]2C)cc1	0
COc1ccc(CN(C)C[C@H]2Oc3ccc(NC(=O)NC4CCCCC4)cc3C(=O)N([C@H](C)CO)C[C@H]2C)cc1	-6

Screens from PubChem.

A portion of the library. The share of hits here may be higher or lower than overall.
